# KCNH2 WT inh – qHTS for Inhibitors of KCHN2 3.1: Wildtype qHTS | Voltage-gated inwardly rectifying potassium channel KCNH2 (Homo sapiens), Q12809 | U2OS, BacMam KCNH2, thallium flux FluxOr; stronger effect = lower value | activity change, % at 1.84 µM | 0.37% of 340,000 active;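 active = maximum activity change below -70%; inconclusive = maximum activity change between -70% and -50%; inactive = maximum activity change above -50%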; also: % is scaled to controls: 0 for no effect and ±100 for the full control effect
#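 U2OS cells transduced with wild-type KCNH2 virus are loaded with FluxOr dye for 45 min, and thallium flux is measured in kinetic reads before and after stimulation buffer. Rate constants are normalized to DMSO controls.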
# Tb PFK block – qHTS Assay to Find Inhibitors of T. brucei phosphofructokinase | ATP-dependent 6-phosphofructokinase (Trypanosoma brucei brucei), O15648 | T. brucei PFK, ADP-Glo luminescence | Potency, µM (top dose mostly 57.5 µM), for inactives: at the highest dose activity, negative = inhibition, usual class: inhibitors | 0.17% of 330,000 active | AID 485367, 2010;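 also: potency is read from the fitted curve at half-maximal effect; 0% = uninhibited 1x PFK enzyme wells and -100% = no-enzyme wells; nearly all actives have a fitted effect of over 60% in size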
# Target sequence (O15648 whole entry, looked up): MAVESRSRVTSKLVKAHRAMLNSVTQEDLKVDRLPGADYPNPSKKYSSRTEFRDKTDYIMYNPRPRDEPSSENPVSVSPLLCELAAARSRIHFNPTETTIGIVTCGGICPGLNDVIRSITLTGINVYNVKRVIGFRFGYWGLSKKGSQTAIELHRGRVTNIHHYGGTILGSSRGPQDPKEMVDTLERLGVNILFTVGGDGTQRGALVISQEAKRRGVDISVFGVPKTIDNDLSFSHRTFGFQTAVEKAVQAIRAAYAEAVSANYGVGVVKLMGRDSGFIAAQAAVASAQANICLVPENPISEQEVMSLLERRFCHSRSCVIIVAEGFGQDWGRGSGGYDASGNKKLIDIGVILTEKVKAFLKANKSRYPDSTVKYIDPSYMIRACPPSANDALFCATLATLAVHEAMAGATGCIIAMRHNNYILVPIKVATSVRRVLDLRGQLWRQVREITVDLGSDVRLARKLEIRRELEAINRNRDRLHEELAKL
#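 In TEA buffer at pH 8.0 with 5 mM MgCl2, enzyme (1.25 nM) converted F6P (0.5 mM) and ATP (0.1 mM) for 45 min at room temperature. ADP product was read by luciferase luminescence.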
# Chronic BCR inh – qHTS Assay to Find Inhibitors of Chronic Active B-Cell Receptor Signaling. 0.05% of 340,000 active. ABC-DLBCL IkBa-CBG/CBR reporter, luminescence ratio, 4 h. Potency, µM (top dose mostly 46.1 µM), without a hit: at the highest dose ratio change, negative = lower green/red ratio, usual class: inhibitors. AID 493014, 2011; active = well fitted inhibition curve with a large enough effect in the signal ratio, with a control signal flat, not every such curve was filed as active; inconclusive = small, poorly fitted or top-dose-only effect, or effect the other way, or a change in a side signal; the % refers to the signal ratio;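 also: potency is read from the fitted curve at half-maximal effect; plate controls were basal doxycycline-induced cells for no effect and cells given 10 µM MG132 for full effect; MG132 reads +100%, hits lower the ratio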
#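 Doxycycline induced both beetle luciferases in TMD8 lymphoma cells; IKK-driven degradation limits the IkappaBalpha-fused green signal, while red luminescence normalises for cell number and nonspecific effects. Compounds tested up to 46 uM, 4 hrs.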
# GALK inhibitor – qHTS Assay for Inhibitors of Human Galactokinase (GALK); P51570; Purified GALK, Kinase-Glo residual ATP luminescence; Potency, µM (top dose mostly 57.5 µM), inactives show top-dose activity change, negative = inhibition, usual class: inhibitors; 0.007% of 270,000 active; AID 1868, 2009; also: potency is read from the fitted curve at half-maximal effect; % is scaled to controls: 0 for no effect and ±100 for the full control effect
# Target sequence (P51570 whole entry, looked up): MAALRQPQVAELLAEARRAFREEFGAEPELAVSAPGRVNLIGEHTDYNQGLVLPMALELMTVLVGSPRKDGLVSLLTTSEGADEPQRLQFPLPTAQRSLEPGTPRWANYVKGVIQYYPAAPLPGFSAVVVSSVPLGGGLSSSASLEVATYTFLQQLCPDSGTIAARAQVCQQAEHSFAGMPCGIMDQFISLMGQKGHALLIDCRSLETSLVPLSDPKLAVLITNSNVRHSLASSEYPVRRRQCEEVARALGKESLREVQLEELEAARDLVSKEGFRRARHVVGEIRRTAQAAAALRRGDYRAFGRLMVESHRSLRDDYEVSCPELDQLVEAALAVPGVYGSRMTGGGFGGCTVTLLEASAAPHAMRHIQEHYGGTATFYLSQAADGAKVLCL
#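 Human GALK (5 nM) with 35 uM ATP and 100 uM galactose in 20 mM HEPES pH 8.0, 5 mM MgCl2, 60 mM NaCl, 1 mM DTT, 0.01% BSA. After 1 h at room temperature, leftover ATP was read by Kinase-Glo Plus luminescence.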
# TCR activator – Activators of T cell receptors: qHTS campaign; primary human leukocytes, anti-CD3, IL-2 HTRF, 48 h; Potency, µM (titrated, usually from 9.22 µM), for the others: top-dose activation of IL-2 secretion, most hits filed as activators; 330,000 tested, under 10 active; AID 504894, 2011; also: % of control where 0% means no effect
#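 Compounds are tested in HTS on primary human leukocytes co-incubated with a-CD3 beads for 48 hr. IL-2 output is measured by time-resolved FRET.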
# MLL CXXC-DNA inh – qHTS Fluorescence Polarization Assay for Inhibitors of MLL CXXC domain - DNA interaction. Histone-lysine N-methyltransferase 2A (Homo sapiens), Q03164. MLL-CXXC / FITC-HOXA9 DNA fluorescence polarization. Potency, µM (highest dose often 115 µM), inactives show at the highest dose activity change, negative = inhibition, usual class: inhibitors. 0.037% of 290,000 active. AID 2662, 2010; active = well fitted inhibition curve with a large enough effect in the polarisation, with a control signal flat, not every such curve was filed as active; inconclusive = small, poorly fitted or top-dose-only effect, or effect the other way, or a change in a side signal; inactive = no such curve, though single readings can be large or run the other way; the % refers to the polarisation; also: potency is read from the fitted curve at half-maximal effect
#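 Fluorescence polarization: 7 uM MLL-CXXC (stock) preincubated 5 min with compounds, then 50 nM fluorescein-HOX-A9 DNA (stock) added; 30 min ambient. Buffer 50 mM Tris-HCl pH 7.5, 50 mM NaCl, 1 mM DTT, 0.05% BSA.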
# Giardia kill – Small Molecules that selectively kill Giardia lamblia: qHTS; Giardia lamblia trophozoite viability; 0.15% of 340,000 active; activity change, % at 7.66 µM, hits read low; AID 540267, 2011; in the data active = activity change below about -80%; inconclusive = between about -30% and that limit;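 also: parasites exposed to compound for two days anaerobically before the ATP read; % is scaled to controls: 0 for no effect and ±100 for the full control effect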
#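 Killing of trophozoites was scored by loss of ATP luminescence after a 48 hrs anaerobic exposure to compounds at 37 deg C, using 100 cells per well.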
# TSHR antagonist – Antagonists of the Thyroid Stimulating Hormone Receptor: HTS campaign; activity change, negative = inhibition, % at 11.5 µM; AID 504810, 2011; 0.2% of 330,000 active; Thyrotropin receptor (Homo sapiens), P16473; TSHR-expressing cells, TSH-stimulated cAMP HTRF, 2 h; stronger effect = lower value;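 active = activity change below a set negative limit, meaning inhibition stronger than a set level, cut at about -70% in these data; inconclusive = activity change between two set negative limits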; also: % is scaled to controls: 0 for no effect and ±100 for the full control effect
#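 Freshly harvested TSHR cells receive pin-tooled compound, then EC80 TSH at 4nM final. After 2 hours at 37 deg C, antibody in lysis buffer and cAMP-d2 are added; 30 minutes at ambient temperature precede the HTRF read.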
# FBPA coupling cs – qHTS Assay for Inhibitors of Fructose-1,6-bisphosphate Aldolase from Giardia Lamblia: Coupling assay counterscreen | AID 2472, 2010 | 0.67% of 290,000 active | coupling enzyme system counterscreen, AmpLite Red fluorescence | activity change, negative = inhibition, % at 58.2 µM, hits read low; in the data active = activity change below about -30%; also: % is scaled to controls: 0 for no effect and ±100 for the full control effect
#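 Coupling enzymes only (glyceraldehyde-3-phosphate) + compound, at 57.5 uM final, 10 min RT; add substrate/coupling/AmpLite Red mix, 20 min RT; fluorescence ex 525/em 598 nm. Actives flag coupling-system interference.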
# AT treatment – qHTS Assay for Identifying a Potential Treatment of Ataxia-Telangiectasia; […] A-T fibroblasts, KAP-1 phosphorylation AlphaLISA; neocarzinostatin DNA damage 30 min before lysis; Potency, µM (titrated, usually from 57.5 µM), for the others: at the top dose activation, most hits filed as activators; 0.19% of 320,000 active; also: potency is read from the fitted curve at half-maximal effect; % of control where 0% means no effect; nearly all actives have a fitted effect of over 45% in size
#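 hTERT-immortalized A-T patient fibroblasts ([…]), 500 cells/well in OPTI-MEM, 1% FBS, got compounds for 60 min, then NCS for 30 min at 37C. Lysates were then assayed for phospho-KAP-1 by AlphaLISA (anti-pKAP1 donor, anti-KAP1 acceptor beads), 6 hr at 25C.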
# Active calls of the source: *; ? = inconclusive; · = not tested or not shown; [ ] = another dose, or the depositor's remark. Unless noted, calls follow the shape of the dose curve; as a rule, active = well fitted curve in the direction sought with a large enough effect; inconclusive = small, poorly fitted or top-dose-only effect, or another doubt; inactive = no such curve, though single readings can be large; an effect the other way counts as inactive or inconclusive.
SMILES,KCNH2 WT inh,Tb PFK block,Chronic BCR inh,GALK inhibitor,TCR activator,MLL CXXC-DNA inh,Giardia kill,TSHR antagonist,FBPA coupling cs,AT treatment
O=C(Nc1cc(=O)[nH]c(=O)[nH]1)c1cc(Cl)ccc1Cl,-13,-2%,?,6%,4%,-9%,1,-2,1,3%
Cc1ccc2c(c1)N(Cc1ccc3c(c1)OCO3)C(=O)C(C)O2 (stereo not given),-13,-1%,1%,-1%,·,3%,11,-12,-1,9%
COc1ccc(C2CC(c3ccccc3)Nc3nc(N)nn32)cc1 (stereo not given),1,5%,2%,0%,-3%,1%,-2,-6,0,-9%
Cc1ncc([N+](=O)[O-])n1CCOC(=O)NC(NCc1ccccc1Cl)C(Cl)(Cl)Cl (stereo not given),0,0%,5%,0%,4%[46.1 µM],-2%,-119*,0,4,-7%
C/C(=N\NC(=O)CCC(=O)NCc1ccccc1)c1ccco1,-15,-5%,1%,-1%,4%,-4%,-1,-6,·,15%
O=C(COc1ccc2ccccc2c1)NC1=NCCS1,0,-6%,?,1%,-3%,-1%,-11,5,0,-7%
Cc1nnc(CN(C)C(=O)c2cc(COc3ccc(C)c(C)c3)on2)o1,6,-5%,?,-1%,-2%,-3%,-29,-6,·,1%
O=C(Cc1ccccc1)Nc1ccnn1C1CCN(Cc2ccc(CO)o2)CC1,-10,0%,?,2%,0%,7%,5,1,0,-7%
CC(C)(C)c1ccc(OCc2nc(-c3ccccn3)no2)c(Br)c1,-35,·,·,0%,3%,-3%,-6,·,5,·
O=C(Nc1ccncc1)Nc1ccc(Cl)cc1,-6,?,0%,1%,15%,-1%,-4,2,2,6%

# One compound at a time, from the list above:
# Cc1ccc2c(c1)N(Cc1ccc3c(c1)OCO3)C(=O)C(C)O2 (stereo not given) is listed with KCNH2 WT inh = -13; Tb PFK block = -1%; Chronic BCR inh = 1%; GALK inhibitor = -1%; TCR activator = ·; MLL CXXC-DNA inh = 3%; Giardia kill = 11; TSHR antagonist = -12; FBPA coupling cs = -1; AT treatment = 9%
# C/C(=N\NC(=O)CCC(=O)NCc1ccccc1)c1ccco1 is listed with KCNH2 WT inh = -15; Tb PFK block = -5%; Chronic BCR inh = 1%; GALK inhibitor = -1%; TCR activator = 4%; MLL CXXC-DNA inh = -4%; Giardia kill = -1; TSHR antagonist = -6; FBPA coupling cs = ·; AT treatment = 15%

# Next part
SMILES,KCNH2 WT inh,Tb PFK block,Chronic BCR inh,GALK inhibitor,TCR activator,MLL CXXC-DNA inh,Giardia kill,TSHR antagonist,FBPA coupling cs,AT treatment
O=S(=O)(N[C@H]1C[C@@H](NS(=O)(=O)OCC(Cl)(Cl)Cl)C2CCCCC21)OCC(Cl)(Cl)Cl (stereo not given in full),-6,0%,-12%,·,-2%,-9%,0,-12,-2,12%
COc1ccccc1Nc1nc(-c2cccs2)cs1,-3,5%,?,2%,1%,-8%,-15,13,-5,5%
COc1cc(C(=O)NNC(=O)c2ccc(F)cc2)ccc1OCC(=O)N1CCOCC1,3,-4%,1%,·,-1%,·,4,9,·,9%
Cn1cccc1/C=N/NC(=O)c1sc2cc(Cl)ccc2c1Cl,·,0%,-28%,-1%,-5%[46.1 µM],5%,·,1,0,3%
CC(=O)C[C@@H](O)CC(=O)[C@H]1OC(=O)CCCCCCc2ccccc21,-6,0%,-4%,·,-1%,·,-17,-29,·,10%
CCOC(=O)C1(Cc2cccc(Cl)c2)CCCN(C(=O)c2cc(CC)on2)C1 (stereo not given),5,4%,-8%,-6%,2%,-12%,-21,37,·,10%
Cc1cccc(CC(=O)Nc2c3c(nn2-c2cccc(Cl)c2)CS(=O)C3)c1 (stereo not given),-1,-4%,4%,-4%,1%[46.1 µM],4%,-5,-16,-1,-2%
COc1ccc(CNC(=O)CCc2ccc(S(=O)(=O)N3CCCCCC3)cc2)cc1OC,1,-18%,-13%,·,4%,·,-19,-13,·,0%
O=C(CCNC(=O)c1ccco1)NCc1ccc(F)cc1,-35,-3%,-3%,·,·,·,-9,·,·,4%
CC1(C)Cc2c(sc3ncnc(NNC(=S)NCc4ccccc4)c23)CO1,-8,2%,?,·,0%[46.1 µM],-1%,15,5,3,-10%
O=C(C1CCN(S(=O)(=O)c2cccc3nsnc23)CC1)N1CCCc2ccccc21,7,-7%,?,-8%,-2%,-7%,3,29,2,-5%
COc1ccc(C(=O)N2CCCc3ccccc32)cc1OC,5,-11%,-10%,2%,0%,-12%,6,-2,0,-2%
CC1=Nc2ccccc2/C1=C\c1nc(-c2ccc(F)cc2)oc1O,-6,5%,?,2%,4%,?,-14,-8,-1,·
COCC(C)n1c(SCc2ccc(C(=O)OC)o2)nc2ccccc2c1=O (stereo not given),4,-5%,-11%,0%,0%,5%,-14,-26,-7,6%
COc1ccccc1NC(=O)Nc1nc(CC(=O)NCc2ccc(F)cc2)cs1,3,-6%,?,·,-3%,·,10,-12,·,3%
O=C(Nc1nccs1)c1ccc(COc2c(F)c(F)cc(F)c2F)o1,8,-1%,-1%,·,0%,·,-15,-41,·,13%
CC(C)n1nc(C(=O)Oc2cccc(Cl)c2Cl)c2ccccc2c1=O,3,-3%,0%,0%,1%[46.1 µM],9%,-1,61,1,27%
O=C(CN1CCCC1)N1c2ccccc2Sc2ccc(C(F)(F)F)cc21,2,2%,1%,-2%,1%[46.1 µM],-3%,-6,-4,-3,·
Cc1ccc(CN2C(=O)CCC2C(=O)NCc2ccccc2Cl)cc1 (stereo not given),-11,-3%,0%,-1%,6%,-8%,1,3,2,4%
COc1ccc(C(=O)NC(C)c2csc(C)n2)cc1OC1CCN(C(C)=O)CC1 (stereo not given),-2,-5%,1%,-1%,-1%,3%,?,-17,1,8%
NC(=S)NN=C1c2ccccc2-c2ccccc21,1,1%,?,·,3%,22%,-5,-1,-2,-20%
COc1ccc(/C(O)=C(\C#N)c2nc3ccccc3n2C)cc1OC,-2,0%,?,1%,2%,?,24,-2,0,6%
CSc1ccc(/C=N/n2c(C)cc(C)cc2=O)cc1,14,-1%,5%,4%,-1%,-6%,-8,-9,-1,7%
CNC(=S)/N=C(/Nc1ccccc1)c1ccccc1,1,-1%,-12%,13%,2%,6%,-7,1,2,3%
CN1C(=O)c2ccc(NC(=O)C3CCCCC3)cc2C1=O,2,-1%,-2%,6%,-3%,-2%,-1,-4,2,0%
C[C@H](NC(=O)c1[nH]cnc1C(=O)Nc1ccccc1)C(=O)OC(C)(C)C,1,-1%,?,-1%,-21%,-9%,-20,-16,-4,-5%
COc1cc(/C=C2/SC(=S)N(CC(=O)O)C2=O)ccc1OCC(=O)Nc1ccc(C)c(C)c1,·,3%,-2%,1%,·,1%,·,15,9,-1%
Cc1ccc(S(=O)(=O)CCc2nnc(NC(=O)C3CCCCC3)s2)cc1,-6,2%,-12%,-2%,1%,-10%,-15,3,-2,0%
CN1CCN(c2nc(-c3ccc(Cl)cc3)nc3ccccc23)CC1,30,-6%,1%,0%,-6%,-5%,0,-1,1,-2%
Cc1ccc(NC(=O)CN2CCOCC2)cc1S(=O)(=O)N1CCCCC1,9,-7%,0%,·,1%[46.1 µM],·,1,14,·,0%
Cc1cc(C)nc(SC2c3cccc4cccc(c34)C2NS(=O)(=O)c2ccccc2)n1 (stereo not given),3,6%,2%,·,3%,-4%,-6,0,5,5%

# Limited to Tb PFK block and KCNH2 WT inh, for some of the entries so far:
Structure | Tb PFK block | KCNH2 WT inh
COc1cc(/C=C2/SC(=S)N(CC(=O)O)C2=O)ccc1OCC(=O)Nc1ccc(C)c(C)c1 | 3% | ·
CNC(=S)/N=C(/Nc1ccccc1)c1ccccc1 | -1% | 1
CN1C(=O)c2ccc(NC(=O)C3CCCCC3)cc2C1=O | -1% | 2
Cc1ccc(S(=O)(=O)CCc2nnc(NC(=O)C3CCCCC3)s2)cc1 | 2% | -6
C[C@H](NC(=O)c1[nH]cnc1C(=O)Nc1ccccc1)C(=O)OC(C)(C)C | -1% | 1
COc1ccc(/C(O)=C(\C#N)c2nc3ccccc3n2C)cc1OC | 0% | -2
CN1CCN(c2nc(-c3ccc(Cl)cc3)nc3ccccc23)CC1 | -6% | 30

# High-throughput results from PubChem BioAssay.
